# Apoferritin bind: binds horse apoferritin like a general anesthetic. P02791. apoferritin/1-aminoanthracene competitive binding, fluorescence. Potency, µM (series often up to 77.5 µM), for inactives: at the top dose activity change, negative = displacement, usual class: inhibitors. hit rate 0.074% among 350,000; further: on the % scale 0 is the no-effect control and ±100 the full control effect; nearly all actives have a fitted effect of over 20% in size
# Target sequence (P02791 2-175 limits assumed): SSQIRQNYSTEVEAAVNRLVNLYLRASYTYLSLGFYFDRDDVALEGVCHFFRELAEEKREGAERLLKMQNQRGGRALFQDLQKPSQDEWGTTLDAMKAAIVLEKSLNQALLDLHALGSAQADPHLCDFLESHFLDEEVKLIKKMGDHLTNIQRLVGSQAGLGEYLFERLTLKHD
#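 10 uM apoferritin + 50% sat. 1-AMA, PBS; cpd 10 min RT; Ex380/Em535 endpoint; normalized to free probe vs complex; 4-param Hill fit; propofol titration as pos. ctrl.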
# G9a inh: G9a (human) methyltransferase inhibition. Q96KQ7. hit rate 8.8% among 350,000. Potency, µM (highest dose often 102 µM), for the others: at the top dose activity, negative = inhibition, hits mostly inhibitors. G9a H3K9 monomethylation, AlphaScreen, 2 h; further: on the % scale 0 is the no-effect control and ±100 the full control effect; nearly all actives have a fitted effect of over 75% in size
#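 AlphaScreen detection with an anti-monomethyl H3K9 antibody quantified product after a 2 h room-temperature reaction containing 500 nM biotinylated H3K9 peptide, 20 µM SAM and 20 nM enzyme, which had been preincubated 15 min with compound.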
# APE1 inh: blocks human APE1 abasic DNA cleavage; P27695; Potency, µM (titrated, usually from 65.8 µM), without a hit: top-dose activity change, negative = inhibition, most hits filed as inhibitors; hit rate 0.35% among 350,000; recombinant APE1, TAMRA/BHQ-2 abasic DNA cleavage fluorescence;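 further: plate controls were vehicle for no effect and reference inhibitor for full effect; nearly all actives have a fitted effect of over 55% in size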
#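 Kinetic fluorescence read (525 ex/598 em nm, three reads 60 s apart) of AP-site incision; signal = third minus first read. Enzyme 0.75 nM, dual-labelled THF duplex 50 nM, compound preincubation 15 min RT.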
# Pol eta inh: inhibitors of human DNA polymerase eta; Q9Y253; recombinant Pol eta, fluorescent DNA replication assay; Potency, µM (titrated, usually from 114 µM), without a hit: at the top dose activity change, negative = inhibition, actives largely listed as inhibitors; hit rate 1.2% among 390,000; further: on the % scale 0 is the no-effect control and ±100 the full control effect
#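 Pol eta (10 nM) was preincubated with compounds for 15 min at room temperature, after which fluorescent replication substrate (50 nM final) was added to start the reaction. Fluorescence was read kinetically at 0 and 10 min.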
# Pol kappa inh: blocks human DNA polymerase kappa activity. Q9UBT6. purified Pol kappa, fluorescent DNA synthesis assay, 10 min. Potency, µM (doses to about 107 µM), for the others: at the top dose activity, negative = inhibition, most hits filed as inhibitors. hit rate 0.53% among 400,000. AID 588579; further: on the % scale 0 is the no-effect control and ±100 the full control effect
#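 Pol kappa 10 nM + cpd, 15 min RT; start w/ substrate 50 nM final; fluorescence kinetic read, 0 and 10 min. Neg ctrl: buffer, no enzyme.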
# BAZ2B inh: blocks human BAZ2B | Potency, µM (doses to about 114 µM), for inactives: top-dose activity change, negative = inhibition, hits mostly inhibitors | hit rate 4.4% among 360,000 | AlphaScreen BAZ2B-H3K14Ac peptide displacement | Q9UIF8; further: on the % scale 0 is the no-effect control and ±100 the full control effect; nearly all actives have a fitted effect of over 60% in size
#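 Complex of BAZ2B and biotin-H3K14Ac (50 nM apiece) forms over 30 min at RT, then faces library compounds up to 110 uM for another 30 min; AlphaScreen beads added, 20 min dark incubation, luminescence read.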
# POLI inh: DNA polymerase iota (human) inhibition; Q9UNA4; Pol iota fluorescent replication assay, 10 min; Potency, µM (highest dose often 115 µM), without a hit: top-dose activity, negative = inhibition, usual class: inhibitors; hit rate 1% among 390,000; AID 588590
# Target sequence (Q9UNA4 whole entry, looked up): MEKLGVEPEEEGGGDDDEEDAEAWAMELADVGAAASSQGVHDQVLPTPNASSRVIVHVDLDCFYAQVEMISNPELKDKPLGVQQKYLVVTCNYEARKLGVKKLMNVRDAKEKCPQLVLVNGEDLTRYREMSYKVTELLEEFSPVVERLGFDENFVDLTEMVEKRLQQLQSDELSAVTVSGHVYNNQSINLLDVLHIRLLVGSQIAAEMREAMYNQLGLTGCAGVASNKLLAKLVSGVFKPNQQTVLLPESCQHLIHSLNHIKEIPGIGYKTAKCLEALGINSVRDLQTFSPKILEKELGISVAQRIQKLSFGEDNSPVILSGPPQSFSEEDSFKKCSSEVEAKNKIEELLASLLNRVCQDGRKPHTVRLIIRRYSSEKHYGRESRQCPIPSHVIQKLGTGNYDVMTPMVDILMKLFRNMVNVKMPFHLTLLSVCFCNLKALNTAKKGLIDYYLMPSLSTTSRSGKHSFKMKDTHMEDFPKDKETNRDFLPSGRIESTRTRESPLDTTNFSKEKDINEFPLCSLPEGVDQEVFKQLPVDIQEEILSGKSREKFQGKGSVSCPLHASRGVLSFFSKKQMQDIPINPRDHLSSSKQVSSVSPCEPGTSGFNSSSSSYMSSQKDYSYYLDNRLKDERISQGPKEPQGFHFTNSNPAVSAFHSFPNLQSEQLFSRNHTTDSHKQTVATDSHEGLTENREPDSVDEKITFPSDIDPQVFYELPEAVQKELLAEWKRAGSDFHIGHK
#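 Pol iota at 10 nM preincubated 15 min with compounds at room temperature; reaction started with fluorescent substrate, 50 nM final. Fluorescence read kinetically at 0 and 10 min; buffer-only wells as negative control.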
# Pol beta inh: inhibitors of human DNA polymerase beta. Pol beta primer extension/strand displacement, fluorescence kinetic. Potency, µM (series often up to 114 µM), without a hit: top-dose activity change, negative = inhibition, hits mostly inhibitors. hit rate 1.3% among 340,000. AID 485314; further: on the % scale 0 is the no-effect control and ±100 the full control effect
#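 Reaction started by 50 nM substrate onto compound-treated Pol beta (10 nM, 15 min preincubation, room temperature); plates read at 0 min and 10 min. Normalized concentration-effect data fitted by four-parameter Hill equation.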
# BLM helicase inh: Bloom syndrome helicase (human) inhibition; recombinant BLM DNA unwinding, fluorescence dequenching; Potency, µM (titrated, usually from 56.1 µM), inactives show at the top dose activity change, negative = inhibition, most hits filed as inhibitors; hit rate 0.2% among 350,000; AID 2528;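 further: plate controls were vehicle for no effect and no enzyme for full effect; nearly all actives have a fitted effect of over 35% in size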
# An asterisk follows results filed as active; ? = inconclusive; nt = not tested or not shown; & = joins results of further samples; [ ] = dose if it differs, or a comment. The call rests on the fitted dose curve; in most records, active means well fitted curve in the direction sought with a large enough effect; inconclusive means small, poorly fitted or top-dose-only effect, or another doubt; inactive means no such curve, though single readings can be large; an effect the other way counts as inactive or inconclusive. Potency means the concentration at half of the fitted maximal effect.
# Below each compound – Pol eta inh	Pol beta inh	BLM helicase inh	Apoferritin bind	G9a inh	APE1 inh	Pol kappa inh	POLI inh	BAZ2B inh
CC(C)N(CCCNC(=O)c1nn(C)c2c1CS(=O)(=O)c1ccccc1-2)Cc1ccccc1
  -11%	18%	4%	-7%	12%	11%	-25%	9%	-4%
O=C(CC1NCCNC1=O)OCCCc1ccccc1 (stereo unspecified)
  -17%	38%	-1%	-9%	-4%	-2%	2%	-2%	12%
CCNc1nc(NCC)n2c(SCC(=O)Nc3ccc(CC)cc3)nnc2n1
  3%	nt	nt	nt	2.5µM*	3%	-16%	65%[activator]	-33%
CCCCC(=O)Nc1ccc(NC(=O)c2ccc([N+](=O)[O-])cc2Cl)cc1OC
  -17%	58%	3%	-4%	2%[59 µM]	14%	-1%	-9%	9%
c1ccc2[nH]c(-c3cnco3)cc2c1
  -6%	2%	-7%	?	16%[0.501 µM]	18%	-27%	48%[activator]	-6%
O=C1CCC(=O)c2oc3ccccc3c2N1
  -2%	-9%	0%	-12%	9%	5%	-12%	7%	-4%
COc1ccc(N(CC(O)Cn2c(C)nc3ccccc32)S(=O)(=O)c2ccc(C)cc2)cc1 (stereo unspecified)
  -19%	15%	2%	-9%	-2%[59 µM]	1%	4%	2%	-7%
O=C(NCCC1=CCCCC1)C(=O)NCC(c1ccco1)N1CCN(c2ccc(F)cc2)CC1 (stereo unspecified)
  -5%	3%	2%	-6%	11%[59 µM]	3%	-4%	37%[activator]	12%
Cc1ccc(C)n1CCN1CCN(C(=O)CSc2nc3ccccc3nc2N2CCOCC2)CC1
  -11%	31%	-5%	-23%	22%[2.33 µM]	-1%	-5%	8%	-35%
CCOc1ccc(CN(C)C(=O)CCN2C(=O)c3ccccc3C2=O)cc1OC
  -18%	7%	4%	4%	-7%	5%	1%	6%	15%
COc1cc(CCC(=O)OCC(=O)Nc2nc(C)c(Cl)cc2Cl)cc(OC)c1OC
  -6%	3%	-2%	-16%	19%[59 µM]	-2%	-6%[60.1 µM]	12%	10%
CCOC(=O)c1cnc(Cc2ccccc2)[nH]c1=O
  -19%	1%	-5%	0%	9%[0.501 µM]	53%[activator]	-13%	20%	-1%
CC1=C(C(=O)Nc2ccccc2)C(c2ccncc2)C(C#N)=C(SCC(=O)NC2CC2)N1 (stereo unspecified)
  -16%	20%	0%	-13%	28µM*	-1%	3%	-6%	0%
COc1ccc(CCNS(=O)(=O)c2ccc(-n3cnnn3)cc2)cc1OC
  -3%	-15%	-1%	6%	?	-1%	-13%	54%[activator]	5%
Cc1ccc(C(=O)c2ccc(N3CCN(C)CC3)c([N+](=O)[O-])c2)cc1
  -12%	2%	5%	-10%	-21%[59 µM]	2%	4%	8%	?
CN(C)C(=O)CSc1nc(SCC(=O)N(C)C)n(-c2ccccc2)n1
  11%	-17%	0%	2%	3%[59 µM]	-4%	-7%	-11%	3%
COc1ccc(Cn2nnnc2C(c2ccc3ncccc3c2)N2CCN(C3CCCCC3)CC2)cc1 (stereo unspecified)
  -15%	41%	-2%	-15%	-5%	3%	-1%	19%	-17%
CCN(CC)c1ccc(NC(=O)C2CCC(CNc3c(N4CCCC4)c(=O)c3=O)CC2)c(C)c1 (stereo unspecified)
  -22%	12%	0%	-14%	40µM*	-7%	-9%	29%	-29%
CCN(CC(=O)Nc1c(F)cccc1F)C(=O)c1ccc(S(=O)(=O)N2CCC(C)CC2)cc1
  -18%	nt	nt	nt	-4%[12.7 µM]	0%	-1%	29%	2%
COc1ccc([C@@H]2CC=C(C(=O)O)[C@H](c3ccc(C(C)(C)C)cc3)N2S(=O)(=O)c2ccc(C)cc2)cc1OC
  -5%	nt	nt	nt	nt	-13%	-20%	-12%	nt

# The final 3 compounds of the section before are carried over, then new ones follow.
# Below each compound – Pol eta inh	Pol beta inh	BLM helicase inh	Apoferritin bind	G9a inh	APE1 inh	Pol kappa inh	POLI inh	BAZ2B inh
CCN(CC)c1ccc(NC(=O)C2CCC(CNc3c(N4CCCC4)c(=O)c3=O)CC2)c(C)c1 (stereo unspecified)
  -22%	12%	0%	-14%	40µM*	-7%	-9%	29%	-29%
CCN(CC(=O)Nc1c(F)cccc1F)C(=O)c1ccc(S(=O)(=O)N2CCC(C)CC2)cc1
  -18%	nt	nt	nt	-4%[12.7 µM]	0%	-1%	29%	2%
COc1ccc([C@@H]2CC=C(C(=O)O)[C@H](c3ccc(C(C)(C)C)cc3)N2S(=O)(=O)c2ccc(C)cc2)cc1OC
  -5%	nt	nt	nt	nt	-13%	-20%	-12%	nt
CCc1ccc(/C=C2/SC(=S)N(CCC(=O)Nc3cccnc3)C2=O)cc1
  6%	?	-3%	-8%	8%	-3%	-2%	13%	-18%
C=CCNC(=O)c1onc(CSc2ccc(F)cc2)c1C(=O)NCCOC
  -9%	0%	-2%	-15%	nt	-1%	8%	9%	0%
CN(C)S(=O)(=O)c1ccc(C(=O)OCC(=O)NCc2ccccc2)cc1
  -5%	35%	1%	-7%	4%	-3%	-4%	99%[activator]	nt
CCOc1ccc(N2CC(C(=O)NCCC3=CCCCC3)CC2=O)cc1 (stereo unspecified)
  -13%	33%	-2%	-7%	-4%[59 µM]	-2%	-6%	16%	-1%
COc1cc(/C=N/N=C2\CC3CCC2(C)C3(C)C)ccc1O (stereo unspecified)
  -5%	1%	-8%	?	-4%[59 µM]	1%	-17%	-5%	-30%
COC(=O)C1=C(C)NC(C)=C(C(=O)OCC2CCCO2)C1c1cccc(Br)c1 (stereo unspecified)
  -13%	?	-16%	302%[activator]	104%[activator]	27%	-9%	12%	28%
COc1ccccc1CNC(=O)C1CCN(c2nc3ccc(Cl)cc3[nH]2)CC1
  -17%	12%	-1%	-6%	0%[59 µM]	nt	1%[60.1 µM]	33%[activator]	-1%
O=C(NN1C(=O)c2ccccc2NC1c1ccco1)c1ccccc1 (stereo unspecified)
  -4%	20%	-11%	6%	25%[59 µM]	24%	0%	24%	-8%
O=C(Nc1nc(-c2ccccc2)c(-c2ccccc2)s1)c1ccc(S(=O)(=O)N2CCCC2)cc1
  -22%	-25%	-4%	-3%	-4%[59 µM]	-1%	-5%	18%	-3%
NCCc1nnc(SCC(=O)c2ccc(Cl)cc2)o1
  -11%	-6%	6%	2%	?	3%	-9%	0%[58.9 µM]	-17%
O=C(c1cccc(S(=O)(=O)N2CCOCC2)c1)N1CCN(C/C=C/c2ccccc2)CC1
  -13%	nt	nt	nt	18%[12.7 µM]	-10%	-12%	-4%	-11%
COc1ccc(CNC(=O)Oc2ccccc2)cc1Cl
  -15%	18%	0%	-5%	1%	0%	6%	-10%	0%
CC(=O)NNc1nc(-c2ccc(NC(C)=O)cc2)cs1
  2%	2%	0%	-12%	?	1%	4%[60.1 µM]	-19%	?
O=S(=O)(c1ccccc1F)N(Cc1ccco1)Cc1nnc(-c2ccccc2Br)o1
  ?	?	-5%	-6%	79µM*	-8%	-6%	11%	7%
COc1ccccc1-c1nnc(SCC(=O)N2CCC(C)CC2)o1
  -26%	10%	1%	-20%	30%	-8%	-5%	-12%	19%
CC(C)CCN(C(=O)CNC(=O)c1ccco1)C(C(=O)NC1CCCCC1)c1ccco1 (stereo unspecified)
  2%	2%	-1%	?	?	1%	-7%	18%	-3%
O=C1C2ON(c3ccccc3)C(c3cccnc3)C2C(=O)N1Cc1ccccc1 (stereo unspecified)
  -18%	1%	-4%	-14%	?	-2%	-2%	4%	12%
O=C(N1CCOCC1)C1(c2ccc(Cl)cc2)CCCC1
  -14%	4%	-3%	-16%	7%[59 µM]	4%	-3%	-3%	0%
CC(C)NS(=O)(=O)c1ccc(OCC(=O)Nc2cccc(F)c2)cc1
  -8%	31%	-11%	-3%	41%[59 µM]	13%	-7%	17%	-14%
Cn1c(N)c(C(=O)COC(=O)c2ncc(Cl)c(Cl)c2Cl)c(=O)n(C)c1=O
  1%	17%	-3%	-16%	-5%	-4%	8%	?	-5%
CCOc1cc(/C=N/Nc2cc(C)nc(-n3nc(C)cc3C)n2)ccc1O
  -1%	-2%	-5%	4%	45µM*	3%	-27%	13%	?
COc1cccc(NC(=O)NCc2ccccc2F)c1
  -10%	2%	1%	?	-6%	2%	6%[60.1 µM]	-12%	12%
Cc1[nH]c2ccccc2c1CN1CCC(Cc2ccccc2)CC1
  -23%	-2%	-2%	-6%	14µM*	-11%	-10%	78%[activator]	45µM*
CCOC(=O)c1cnc2c(C#N)c(C)nn2c1-c1ccccc1
  4%	34%	-6%	6%	2%	15%	-8%	33%[activator]	-1%
CN(C)S(=O)(=O)c1ccc(Cl)c(NC(=O)CN2C(=O)NC(C)(C3CC3)C2=O)c1 (stereo unspecified)
  -17%	11%	0%	-17%	20%	6%	4%	50%[activator]	-1%
O=c1c2ccccc2nc(-c2ccccc2)n1Cc1ccco1
  -2%	16%	-1%	-10%	?	1%	-11%	-1%	-32%
Cc1ccc2c(c1)[nH]c1c(N3CCN(Cc4ccccc4)CC3)ncnc12
  -8%	10%	1%	-10%	-20%[59 µM]	?	-21%	6%	-3%
COc1cccc(CN2CCNC(=O)C2CC(=O)NCCc2cccc(C)n2)c1OC (stereo unspecified)
  -9%	57%	-3%	-11%	-5%[12.7 µM]	-1%	0%	-2%	-10%
CCC(C)[C@H]1COCCS(=O)(=O)N1Cc1ccc(Br)cc1 (stereo partly specified)
  -21%	30%	-5%	-22%	53%[activator]	-5%	2%&-4%	22%&9%	?
O=C(c1ccco1)N1CCN(S(=O)(=O)c2cccc(Cl)c2)CC1
  6%	-22%	-2%	6%	29%[59 µM]	28%	-7%	124%[activator]	1%
O=C(CSCc1ccc(Br)cc1)NC1CC1
  -2%	-2%	-4%	-10%	14%	1%	-8%	40%[activator]	-5%
O=C(Cn1ncc2c(=O)oc3ccccc3c21)NCCCN1CCCC1=O
  -8%	34%	1%	-2%	-2%	17%	12%	2%	-4%
Cc1ccc(C)c(CSc2ccc3nnc(CCNS(=O)(=O)c4ccccc4)n3n2)c1
  -17%	2%	2%	-14%	-5%[59 µM]	nt	-1%	14%	-16%
Cc1ccc(CN(C(=O)COc2ccc(Cl)c(C)c2)c2ccccn2)o1
  -19%	15%	-5%	-12%	1%[59 µM]	nt	-16%	5%	-1%

# Compound activity deposited in PubChem by National Center for Advancing Translational Sciences (NCATS).

# An excerpt (hit frequency here may not be typical).
